# Screening data deposited in PubChem by several laboratories.
# KOR beta-arrestin-1: KOR agonists, beta-arrestin recruitment, primary screen, cell-based, luminescence, uHTS (AID 1777) | Kappa-type opioid receptor (Homo sapiens) | KOR beta-arrestin recruitment, luminescence; higher % means a stronger effect | activation, % at 10 µM, or EC50 in µM where a hit was titrated | hit rate 0.02% among 280,000; in the data active means activation above about 50%, passing the limit was not always enough; further: a part of the inactive calls stands beside numbers as strong as those of hits
# KOR beta-arrestin-2: KOR antagonists, beta-arrestin recruitment, cell-based, luminescence, uHTS (AID 1778); one-dose inhibition, % at 10 µM; IC50 in µM for titrated hits; KOR beta-arrestin recruitment, luminescence, antagonist mode; higher % means a stronger effect; hit rate 0.091% among 290,000; Kappa-type opioid receptor (Homo sapiens); in the data active means inhibition above about 50%; further: strong numbers were not always called active
# HIV fusion peptide: inhibitors of HIV fusion peptide binding, primary screen, biochemical, uHTS, fluorescence dequenching (AID 1986); cell-free peptide binding, fluorescence dequenching, 30 min; higher % means a stronger effect; one-dose inhibition, % at 20 µM; IC50 in µM for titrated hits; hit rate 0.3% among 290,000; in the data active means inhibition mostly above about 52%, no sharp cut-off; inactive means mostly below about 76%; further: some results filed as inactive read as strong as hits
# GPR35 arrestin U2OS: GPR35 antagonists blocking zaprinast-driven arrestin recruitment, primary screen, imaging, U2OS, beta-arrestin-GFP, zaprinast agonist (AID 2058) | one-dose inhibition, % at 10 µM; IC50 in µM for titrated hits | hit rate 0.052% among 290,000 | U2OS GPR35 beta-arrestin-GFP translocation imaging, zaprinast antagonism; higher % means a stronger effect | G-protein coupled receptor 35 (Homo sapiens);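 active means inhibition of at least 50% with at least 30 cells and total cytoplasm GFP at most 10,000,000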
# West Nile antiviral: West Nile virus antiviral activity, cell-based, CPE readout (AID 1621). West Nile virus-infected cells, CPE inhibition; higher % means a stronger effect. CPE inhibition, % at 10 µM, or IC50 in µM where a hit was titrated. hit rate 0.02% among 290,000; in the data active means a potency from the dose series; further: strong numbers were not always called active
# GPR55 antagonists: GPR55 antagonists blocking LPI-driven arrestin recruitment, primary screen, imaging, U2OS, beta-arrestin-GFP, LPI agonist (AID 2013) | U2OS GPR55 beta-arrestin-GFP translocation imaging, LPI antagonism; higher % means a stronger effect | G-protein coupled receptor 55 (Homo sapiens) | hit rate 0.13% among 290,000 | inhibition, % at 10 µM; hits with a dose series show IC50 in µM;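 active means spots per cell inhibited over 60%, with over 100 cells counted and total cytoplasm intensity under 500,000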;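 further: U2OS cells stably carrying GPR55 and arrestin-GFP stimulated by 5 µM LPI near EC80; imaged beta-arrestin-GFP aggregate spots per cell after agonist stimulation; plate controls were LPI-stimulated DMSO wells for no effect and DMSO wells without LPI for full effect; some results filed as inactive read as strong as hits; confirmed hits need IC50 under 10 µM and bright autofluorescent wells are also inconclusive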
# NOD1 NF-kB reporter: NOD1 signaling inhibitors, primary screen, cell-based, luminescence, uHTS (AID 1578); NOD1-driven NF-kB luciferase reporter cells, luminescence; higher % means a stronger effect; one-dose inhibition, % at 4 µM; EC50 in µM for titrated hits; hit rate 1% among 290,000; in the data active means inhibition mostly above about 36%, no sharp cut-off; inactive means mostly below about 34%;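 further: HEK-293T reporter cells stimulated with the NOD1 agonist gamma-tri-DAP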
# GPR55 beta-arrestin: GPR55 agonists via beta-arrestin recruitment, primary screen, imaging, U2OS cells, beta-arrestin-GFP redistribution (AID 1961); G-protein coupled receptor 55 (Homo sapiens); U2OS GPR55 beta-arrestin-GFP redistribution imaging; higher % means a stronger effect; one-dose activation, % at 10 µM; EC50 in µM for titrated hits; hit rate 0.048% among 290,000;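 active means activation above 40% with more than 50 cells counted in the well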;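 further: U2OS osteosarcoma cells stably expressing GPR55 and beta-arrestin-GFP; plate controls were DMSO negative control for no effect and LPI positive control for full effect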
# NS5 inhibitors: Dengue-2 NS5 methyltransferase inhibitors, primary screen, biochemical, confirmation dose response (AID 588689); hit rate 0.3% among 340,000; Dengue-2 NS5 methyltransferase capping enzyme assay, biochemical; higher % means a stronger effect; inhibition, % at 25 µM; hits with a dose series show IC50 in µM; Genome polyprotein (Dengue virus type 2 (strain 16681-PDK53)); in the data active means a potency from the dose series
# NS5 inhibitors pilot replicate: second read-out of NS5 inhibitors, no call of its own (marks repeat the call); inhibition, %; measured here: pilot screen replicate inhibition
# Starred values were filed as active, the others as inactive; x = no result given; [ ] = another dose, or the depositor's remark.
SMILES,KOR beta-arrestin-1,KOR beta-arrestin-2,HIV fusion peptide,GPR35 arrestin U2OS,West Nile antiviral,GPR55 antagonists,NOD1 NF-kB reporter,GPR55 beta-arrestin,NS5 inhibitors,others
O=C(NCc1nc(-c2ccccc2)no1)c1ccc2c(c1)OCO2,2.7%,-4%,-0.4%,25%,-0.2%,0%,-28%,0.3%,0%,
COC(=O)c1ccc(-c2nc3cc(N)ccc3o2)cc1,-0.4%,17%,0.3%,-7%,0.2%,-7%,-26%,-0.1%,1%,
COc1ccc(NC(=O)COC(=O)CC23CC4CC(CC(C4)C2)C3)c([N+](=O)[O-])c1,7.5%,7%,1.6%,-15%,0.7%,5%,-12%,0.0%,-10%,
CN1N=C(C(=O)N2CCc3c([nH]c4ccccc34)C2c2ccccc2Cl)CCC1=O (centres undefined),-5.6%,-7%,-1.6%,10%,-0.6%,12%,-42%,-0.2%,-2%,
Cc1cc(C)c(OCC(=O)N/N=C/c2ccc3c(c2)OCO3)c(C)c1,10%,-5%,-2.4%,-8%,0.1%,-3%,-15%,0.2%,-1%,
COc1ccc(-n2c(=O)[nH]cc(C(=O)Nc3ccc4c(c3)OCO4)c2=O)cc1OC,2.4%,-5%,-3.4%,2%,0.1%,6%,-41%,-0.2%,-7%,
O=C(NCc1ccc2c(c1)OCO2)c1ccc(Cl)s1,1.6%,-12%,-1.7%,-3%,-0.8%,-6%,-26%,-0.1%,3%,
COC(=O)c1cc(Br)c(=O)n(Cc2ccc(OC)c(OC)c2)c1,-3.1%,-43%,-2.0%,1%,-0.4%,7%,11%,-0.1%,-1%,
Cc1ccc(-n2c(=O)cc(N3CCN(Cc4ccccc4)CC3)[nH]c2=O)cc1,-3.8%,17%,1.5%,-12%,-0.3%,11%,-6%,-0.3%,-6%,
C=CCn1c(=NC(=O)C2CCCCC2)sc2cc(NC(C)=O)ccc21,-2.8%,18%,2.0%,9%,-0.1%,-3%,2%,-0.3%,-3%,
C=C(C)CN(CC)C(=O)CCc1nnc(CCCc2ccccc2)o1,-4.3%,13%,-0.5%,9%,-0.2%,8%,-58%,-0.3%,0%,
COc1ccc(CNC(=O)CCn2c(=O)[nH]c3ccccc3c2=O)cc1,2.4%,-12%,1.1%,-1%,-0.1%,1%,-32%,0.2%,-7%,
COc1ccc(/C=N/NC(=S)NCc2ccccc2)cc1OC,-1.0%,x,1.7%,17%,-0.8%,60%,-15%,0.5%,-8%,
COc1ccccc1CN1CCNC(=O)C1CC(=O)NC1Cc2ccccc2C1 (centres undefined),-0.5%,0%,1.0%,-3%,0.1%,3%,-16%,0.3%,-5%,
CC(C(=O)Nc1ccccc1Br)c1ccc([N+](=O)[O-])cc1 (centres undefined),-7.2%,12%,-1.8%,21%,-0.2%,-11%,-15%,-0.2%,2%,
Cc1cccc(OCCCC(=O)Nc2ccccc2C(F)(F)F)c1,0.0%,8%,2.3%,4%,-0.7%,10%,x,-0.1%,0%,
Cn1cc(C(=O)NC2CCCCCC2)c(=O)c2cc(S(=O)(=O)N3CCCC3)ccc21,0.0%,-28%,-0.5%,-4%,0.6%,-2%,-8%,1.2%,-5%,
CCc1nn(CC(=O)NCCCN(CC)Cc2ccccc2)c(=O)c2cc3sccc3n12,14%,-54%,0.0%,24%,-0.5%,13%,-26%,0.2%,-3%,
O=C(N/N=C/c1cc([N+](=O)[O-])ccc1O)c1cccc(NC(=O)c2cccc(Cl)c2)c1,0.7%,-38%,2.1%,5%,0.9%,-3%,3%,-0.1%,1%,
O=C(NC(=O)c1ccccc1O)c1ccc(C(F)(F)F)cc1,3.5%,-2%,-0.7%,-26%,0.6%,-2%,-11%,0.2%,x,
O=C(Oc1ccc(NC2=C(Cl)C(=O)c3ccccc3C2=O)cc1)c1ccc([N+](=O)[O-])cc1,14%,0%,15%,-3%,0.6%,-9%,-23%,0.2%,12%,
Nc1nonc1-c1noc(COc2ccccc2Cl)n1,-2.0%,-19%,-2.7%,-2%,-0.2%,21%,-164%,-0.1%,2%,
CCCCn1nnc(NC(=O)COc2ccc(Cl)c(C)c2)n1,4.4%,-21%,0.7%,3%,0.9%,5%,-11%,0.2%,3%,
Cc1cc(C)cc(NC(=S)N2CCC(NC(=O)c3ccc(F)cc3)CC2)c1,1.0%,-35%,0.8%,-15%,-0.3%,-1%,-6%,-0.2%,1%,
COc1cccc(N2CCN(CC(=O)Nc3nnc(-c4ccccc4)s3)CC2)c1,1.6%,1%,1.2%,-10%,-0.2%,-7%,36%,-0.1%,-1%,
SMILES,KOR beta-arrestin-1,KOR beta-arrestin-2,HIV fusion peptide,GPR35 arrestin U2OS,West Nile antiviral,GPR55 antagonists,NOD1 NF-kB reporter,GPR55 beta-arrestin,NS5 inhibitors,others
CC1CCCCC1NC1=NCCCS1 (centres undefined),-0.5%,6%,-0.6%,-3%,-0.6%,4%,-15%,-0.7%,x,
COc1cccc(N2CCN(c3c4c(nc5ncnn35)CCC4)CC2)c1,2.6%,-15%,0.5%,-8%,x,-4%,22%,0.5%,-3%,
CC(=O)Nc1ccc(Sc2ccccc2C(=O)O)cc1,-4.4%,2%,0.2%,-11%,-0.2%,9%,-28%,-0.2%,-1%,
COc1ccc(N2CCN(CCNC(=O)CCS(=O)(=O)c3cccc4nsnc34)CC2)cc1,-2.9%,10%,-2.3%,-1%,0.2%,11%,-20%,0.5%,x,
O=C(c1ccc(NS(=O)(=O)c2ccccc2)cc1)N1CCCC1,0.4%,4%,-2.2%,13%,0.1%,6%,-2%,-0.1%,1%,
Cc1cc(C)c(C(=O)COC(=O)Cn2cnnn2)cc1C,-3.9%,-33%,2.5%,-3%,0.2%,-8%,-19%,0.1%,4%,NS5 inhibitors pilot replicate=-5.6
O=C1OCC2=C1C(c1ccc(F)cc1)CC(=O)N2c1ccccc1 (centres undefined),-1.7%,0%,-1.6%,-19%,0.9%,14%,-18%,0.0%,3%,
O=C(C1CC1)N(CCN(Cc1ccccc1)C(=O)C1CC1)Cc1ccccc1,1.3%,24%,-4.4%,6%,x,2%,-8%,-0.1%,-3%,
O=C(O)c1cccc2c1C(=O)N(CC1CCCO1)C2 (centres undefined),x,-26%[20 µM],0.0%,9%,2.5%,-4%,-36%,0.4%,-4%,
OCCNc1nc(Cl)nc(NCc2ccco2)n1,x,-16%[20 µM],-0.1%,11%,0.5%,3%,-37%,-0.2%,-7%,
CCC1CCCCN1C(=O)CSc1nnc(-c2ccc(OC)cc2)o1 (centres undefined),-1.2%,17%,-0.1%,2%,0.2%,6%,-18%,-0.1%,-4%,
Cc1onc(-c2c(F)cccc2Cl)c1C(=O)NNC(=O)C1CCN(Cc2cccc(F)c2)CC1,-0.9%,-35%[20 µM],0.5%,-2%,-0.4%,8%,5%,0.2%,-7%,
Cc1cccc(NC(=S)c2nc3ccccc3s2)c1,-1.6%,10%,-2.8%,4%,x,5%,-70%,0.2%,-6%,
O=C1C(=O)N(CCO)C(c2ccccc2)/C1=C(\O)c1ccccc1 (centres undefined),-0.9%,14%,1.0%,8%,1.5%,-3%,-14%,-0.2%,-1%,
CC1=NN(c2ccc(C(=O)O)cc2)C(=O)/C1=C\c1ccc(OC(=O)c2cccs2)cc1,-3.3%,32%,13µM*,-9%,0.9%,37%,-4%,-0.3%,16µM*,
COc1ccc2c(c1)CCC/C2=N\Nc1nc(C(=O)NN)cs1,-1.5%,8%,1.0%,2%,0.1%,-1%,2%,1.0%,x,
CCOc1ccc(CN(C)CC(=O)NCc2ccc(F)cc2)cc1,1.4%,-20%,-0.3%,4%,-1.1%,0%,-6%,0.0%,-6%,
O=C(Nc1cccc(Cl)c1)NC1(C(=O)NCc2cccs2)CCCCC1,-4.7%,-16%,-0.7%,-2%,-1.3%,-9%,6%,-0.4%,-3%,
O=C(C1=C[C@@H](c2coc3ccccc3c2=O)C[C@@H](OCCCCO)O1)N1CCOCC1,1.6%,-3%,-1.3%,-12%,-0.1%,1%,37%,-0.2%,-6%,
NC(=O)Cn1c2[n+](c3ccccc31)CC(O)CS2 (centres undefined),x,x,-0.2%,12%,0.2%,-1%,-8%,0.2%,4%,

# Copied from above (11 entries):
SMILES,KOR beta-arrestin-1,KOR beta-arrestin-2,HIV fusion peptide,GPR35 arrestin U2OS,West Nile antiviral,GPR55 antagonists,NOD1 NF-kB reporter,GPR55 beta-arrestin,NS5 inhibitors,others
O=C(O)c1cccc2c1C(=O)N(CC1CCCO1)C2 (centres undefined),x,-26%[20 µM],0.0%,9%,2.5%,-4%,-36%,0.4%,-4%,
OCCNc1nc(Cl)nc(NCc2ccco2)n1,x,-16%[20 µM],-0.1%,11%,0.5%,3%,-37%,-0.2%,-7%,
CCC1CCCCN1C(=O)CSc1nnc(-c2ccc(OC)cc2)o1 (centres undefined),-1.2%,17%,-0.1%,2%,0.2%,6%,-18%,-0.1%,-4%,
Cc1onc(-c2c(F)cccc2Cl)c1C(=O)NNC(=O)C1CCN(Cc2cccc(F)c2)CC1,-0.9%,-35%[20 µM],0.5%,-2%,-0.4%,8%,5%,0.2%,-7%,
Cc1cccc(NC(=S)c2nc3ccccc3s2)c1,-1.6%,10%,-2.8%,4%,x,5%,-70%,0.2%,-6%,
O=C1C(=O)N(CCO)C(c2ccccc2)/C1=C(\O)c1ccccc1 (centres undefined),-0.9%,14%,1.0%,8%,1.5%,-3%,-14%,-0.2%,-1%,
CC1=NN(c2ccc(C(=O)O)cc2)C(=O)/C1=C\c1ccc(OC(=O)c2cccs2)cc1,-3.3%,32%,13µM*,-9%,0.9%,37%,-4%,-0.3%,16µM*,
COc1ccc2c(c1)CCC/C2=N\Nc1nc(C(=O)NN)cs1,-1.5%,8%,1.0%,2%,0.1%,-1%,2%,1.0%,x,
CCOc1ccc(CN(C)CC(=O)NCc2ccc(F)cc2)cc1,1.4%,-20%,-0.3%,4%,-1.1%,0%,-6%,0.0%,-6%,
O=C(Nc1cccc(Cl)c1)NC1(C(=O)NCc2cccs2)CCCCC1,-4.7%,-16%,-0.7%,-2%,-1.3%,-9%,6%,-0.4%,-3%,
O=C(C1=C[C@@H](c2coc3ccccc3c2=O)C[C@@H](OCCCCO)O1)N1CCOCC1,1.6%,-3%,-1.3%,-12%,-0.1%,1%,37%,-0.2%,-6%,

# Some of the compounds tested, so the mix of outcomes need not match the whole.
